Dicer inh: human Dicer pre-microRNA cleavage inhibition | Q9UPY3 | cat-ELCCA pre-miR-21 Dicer processing, chemiluminescence; stronger effect = higher value | z-score at 25 µM | 47,000 compounds, 6% hits | AID 1347074; in the data active = z-score above about 3, passing the limit was not always enough;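 note: plate controls were vehicle for no effect and no enzyme for full effect; higher signal means more uncleaved substrate so more Dicer inhibition; strong numbers were not always called active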
Target sequence (Q9UPY3 whole entry, looked up): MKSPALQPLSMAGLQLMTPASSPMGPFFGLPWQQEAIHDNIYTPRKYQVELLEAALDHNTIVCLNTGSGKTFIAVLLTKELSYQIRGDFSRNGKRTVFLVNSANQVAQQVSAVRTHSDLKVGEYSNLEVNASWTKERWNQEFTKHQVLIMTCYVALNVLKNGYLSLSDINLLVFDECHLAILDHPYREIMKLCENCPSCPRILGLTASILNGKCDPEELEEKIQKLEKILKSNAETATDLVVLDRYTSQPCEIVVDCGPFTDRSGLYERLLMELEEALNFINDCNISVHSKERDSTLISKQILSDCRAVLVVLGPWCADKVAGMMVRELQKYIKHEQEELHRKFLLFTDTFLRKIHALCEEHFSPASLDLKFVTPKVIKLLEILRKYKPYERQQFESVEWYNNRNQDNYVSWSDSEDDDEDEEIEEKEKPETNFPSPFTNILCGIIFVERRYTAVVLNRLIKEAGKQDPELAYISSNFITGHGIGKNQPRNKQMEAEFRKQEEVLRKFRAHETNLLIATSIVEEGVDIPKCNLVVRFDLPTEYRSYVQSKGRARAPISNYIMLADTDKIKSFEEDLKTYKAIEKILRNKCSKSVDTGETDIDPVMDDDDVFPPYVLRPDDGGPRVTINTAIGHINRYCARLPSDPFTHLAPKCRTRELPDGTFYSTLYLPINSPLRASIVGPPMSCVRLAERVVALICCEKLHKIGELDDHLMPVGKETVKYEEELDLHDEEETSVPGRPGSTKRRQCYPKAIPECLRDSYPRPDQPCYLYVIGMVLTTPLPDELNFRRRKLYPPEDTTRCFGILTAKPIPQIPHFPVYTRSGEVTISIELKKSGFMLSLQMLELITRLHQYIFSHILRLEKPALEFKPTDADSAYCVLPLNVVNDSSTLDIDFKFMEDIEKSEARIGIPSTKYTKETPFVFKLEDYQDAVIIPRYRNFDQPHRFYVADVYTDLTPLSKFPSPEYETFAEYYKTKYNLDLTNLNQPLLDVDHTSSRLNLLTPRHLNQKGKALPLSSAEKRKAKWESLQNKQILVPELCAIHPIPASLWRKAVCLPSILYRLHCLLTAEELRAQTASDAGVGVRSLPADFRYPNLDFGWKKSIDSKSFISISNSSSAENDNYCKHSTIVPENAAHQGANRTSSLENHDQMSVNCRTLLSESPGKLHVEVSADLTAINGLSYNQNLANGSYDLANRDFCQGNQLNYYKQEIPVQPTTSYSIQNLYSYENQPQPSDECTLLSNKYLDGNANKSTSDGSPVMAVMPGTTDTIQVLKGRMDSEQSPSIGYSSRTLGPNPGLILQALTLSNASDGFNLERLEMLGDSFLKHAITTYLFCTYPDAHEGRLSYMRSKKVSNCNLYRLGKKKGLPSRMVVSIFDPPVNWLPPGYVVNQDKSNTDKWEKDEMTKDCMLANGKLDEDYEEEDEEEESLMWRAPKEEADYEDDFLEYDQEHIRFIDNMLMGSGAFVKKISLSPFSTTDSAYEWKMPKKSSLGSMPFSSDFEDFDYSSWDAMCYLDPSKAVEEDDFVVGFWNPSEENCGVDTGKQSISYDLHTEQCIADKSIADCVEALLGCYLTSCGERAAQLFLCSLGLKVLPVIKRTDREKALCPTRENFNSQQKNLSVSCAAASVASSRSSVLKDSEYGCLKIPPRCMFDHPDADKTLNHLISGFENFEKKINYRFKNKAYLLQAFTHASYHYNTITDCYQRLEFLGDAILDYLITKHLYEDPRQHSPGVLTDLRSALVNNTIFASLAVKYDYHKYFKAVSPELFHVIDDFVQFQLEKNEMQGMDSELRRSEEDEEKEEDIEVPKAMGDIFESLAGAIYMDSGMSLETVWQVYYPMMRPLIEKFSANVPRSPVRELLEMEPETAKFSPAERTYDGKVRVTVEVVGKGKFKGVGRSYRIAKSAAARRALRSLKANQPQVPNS
Numbers without * were called inactive. These rows are one share of the data; count on the stated rates, not on these rows.

SMILES	Dicer inh
Cc1nn(-c2ccccc2)c2sc(-c3n[nH]c(=S)o3)cc12	-0.69
CCCCCCCc1ccc(C(=O)CCC(=O)O)cc1	-0.79
C=CCOC(=O)c1sc(N2C(=O)c3oc4ccc(F)cc4c(=O)c3C2c2cccc(O)c2)nc1C (configuration not stated)	0.1
Cc1c(NC(=O)c2ncn[nH]2)c(=O)n(-c2ccccc2)n1C	1.1
O=[N+]([O-])c1ccc(/C(CN2CCCCC2)=N/O)cc1	1.1
COc1ccc(C(Nc2ccccn2)c2ccc3ccc(C)nc3c2O)cc1 (configuration not stated)	-1.7
O=C(O)Cn1cc(Cl)c([N+](=O)[O-])n1	0.68
COC(=O)C1Cc2c([nH]c3ccccc23)C(c2ccccc2)N1 (configuration not stated)	0.69
CN(C)c1c(F)cc(-c2nn[nH]n2)cc1F	0.04
CC(C)(C)c1cc(Oc2ccc([N+](=O)[O-])cn2)ccc1Oc1ccc([N+](=O)[O-])cn1	0.69
C=CCn1c(SCC(=O)NC(=O)Nc2ccccc2)nnc1-c1ccc(Cl)cc1	-0.66
N#CC1=C(N)Oc2cc(N)ccc2C1c1cccnc1 (configuration not stated)	-3.1
Cc1ncc(CSCC(=O)Nc2cc(C(F)(F)F)ccc2Cl)c(CO)c1O	-0.64
O=C(Nc1ccc(C(F)(F)F)cc1)NC1CCN(c2ncc(C(F)(F)F)cc2Cl)CC1	-0.81
CSc1nc(-c2ccccc2)nc(Sc2ccccn2)c1C#N	-0.77
O=C(Cn1cnc([N+](=O)[O-])n1)Nc1c(F)cc(F)cc1Br	-0.56
O=C(Nc1ccc(Cl)cc1Cl)c1cccnc1SCCS(=O)(=O)c1ccc(C(F)(F)F)cn1	0.1
CCCc1ccc(-c2ccc(C(=O)Oc3ccc(C)nc3)cc2)nc1	-1.1
O=C(O)C12CCC(C(=O)O)(CC1=O)C(=O)C2	-0.91
Cc1ccc(/C(O)=C2/C(=O)C(=O)N(c3ccccc3)C2=S)cc1	0.96
CCOC(=O)c1cc(=O)c2ccc(OCC(=O)Nc3cccc(C#N)c3)cc2o1	0.06
Cc1ccc(-c2nc(C)cc(=O)[nH]2)cc1	2.4
CN(C)C=N/C(=N\OCc1c(F)cccc1Cl)c1ccc(Cl)cc1	-1.4
COc1ccc(-c2onc3ccc(Cl)cc23)cc1	-0.48
O=C(c1cccnc1)N1c2ccccc2Sc2ccccc21	1.9

A draw from above in order of molar mass, lowest first.
SMILES	Dicer inh
O=C(O)C12CCC(C(=O)O)(CC1=O)C(=O)C2	-0.91
CCCCCCCc1ccc(C(=O)CCC(=O)O)cc1	-0.79
CSc1nc(-c2ccccc2)nc(Sc2ccccn2)c1C#N	-0.77

Following part
SMILES	Dicer inh
COc1cc2c(cc1OC)C1=C(C#N)CN(CCc3ccccc3)CN1CC2	1.1
O=C(CSc1nc2ccccc2nc1N1CCCC1)N1CCCC1	0
O=c1cc(-c2ccccc2)nc2scc(-c3ccc(Cl)cc3)n12	0.39
CC1CC(C)(C)CC2(CC(=O)N(c3ccc(Cl)cc3)C2=O)C1 (configuration not stated)	1.6
COc1ccc(S(=O)(=O)N2CCN(C)CC2)c2ccccc12	6.1*
CCOc1ccc(Cc2cnc(N)nc2N)cc1	-0.64
O=C(CSc1nnc(-c2ccco2)n1-c1ccccc1Cl)c1ccc(F)cc1	1.1
O=C(O)c1cccc2cccc(S(=O)c3cccc4ccccc34)c12 (configuration not stated)	-2.3
Cc1nn(C)c2ncc3c(=O)n(Cc4ccccc4Cl)n(C)c3c12	1.4
CC(C)(C)NC(=O)c1cc2ccccc2oc1=O	-1
CC(C)c1ccc2c(c1)[C@H]1OCC[C@H]1[C@@H](c1cccs1)N2	0.26
CCOc1cccc(C(c2c[nH]c3ccccc23)c2c[nH]c3ccccc23)c1OC	4*
NC(N)=NCCCC(NC(=O)c1ccccc1)C(=O)O (configuration not stated)	0.3
COc1cc(NC(=S)N2CCN(c3ccccc3OC)CC2)c(OC)cc1Cl	0.52
CCc1ccc2nc(NC3=NCN(CCCOC)CN3)nc(C)c2c1	0.53
CCCCCOc1cccc(C2c3c(oc4ccccc4c3=O)C(=O)N2c2nccs2)c1 (configuration not stated)	-0.96
N#CC1=C(N)OC2=C(C(=O)CCC2)C12C(=O)Nc1ccccc12 (configuration not stated)	-1.4
CCOc1ccc(C2c3c(oc4ccccc4c3=O)C(=O)N2c2nncs2)cc1 (configuration not stated)	-0.39
COc1cccc(-c2cc3c(c(N)c2C#N)c(=O)oc2ccccc23)c1	-0.17
CCOC(=O)Cn1c2ccccc2c2nc3ccccc3nc21	-0.19
COc1cccc(C(=O)CC2(O)C(=O)N(CCc3ccccc3)c3ccc(Br)cc32)c1 (configuration not stated)	5.8
CCOC(=O)C(=CNc1cc(C(F)(F)F)ccc1F)C(=O)OCC	0.7
CSC(N)=NCCC[C@H](N)C(=O)O	-0.57
Cc1ccccc1OCCSc1nc2ccccc2n1CCO	0.39
O=[N+]([O-])c1ccc(Oc2cncc(Cl)c2)c(-c2nnc(-c3ccc(Cl)cc3)o2)c1	0.09

2 compounds picked at random from the list so far:
SMILES	Dicer inh
NC(N)=NCCCC(NC(=O)c1ccccc1)C(=O)O (configuration not stated)	0.3
Cc1nn(-c2ccccc2)c2sc(-c3n[nH]c(=S)o3)cc12	-0.69

Continuation:
SMILES	Dicer inh
CCOC(=O)C1=NNC(C(=O)c2ccccc2)C1c1cccc(Br)c1 (configuration not stated)	1.4
O=C1c2oc3ccccc3c(=O)c2C(c2cccc(Oc3ccccc3)c2)N1c1ccccn1 (configuration not stated)	4.3*
O=S(=O)(Nc1cccnc1)c1ccc(Oc2ccccc2)cc1	1
FC(F)(F)c1cc(-c2ccc(-n3cccc3)cc2)n[nH]1	0.24
O=c1[nH]nc2nnc3cc(Cl)ccc3n12	-0.68
CCCCCCCC1CC/C(=C/c2ccc(C#N)cc2)C1=O (configuration not stated)	-2.1
Cc1cc(NC(=O)CSc2nc(-c3ccco3)cc(C(F)(F)F)n2)n(-c2ccccc2)n1	0.15
O[C@@]1(c2ccccc2)C2C3CC4C5C3C1C5C(F)(F)C42 (some centres not stated)	0.97
Cc1cccc(N2C(=O)CC(n3ccnc3)C2=O)c1C (configuration not stated)	3.5*
CC1(C)OC(=O)C(=CNc2ncccn2)C(=O)O1	0.04
COc1ccc(C2/C(=C(\O)c3ccc(F)cc3)C(=O)C(=O)N2CCCN(C)C)cc1OC (configuration not stated)	-1.9
Cc1cc(C)c(-n2c(SCC(=O)c3ccc(C#N)cc3)n[nH]c2=O)c(C)c1	-1.2
C/C(=N\OC(=O)Nc1c(-c2c(Cl)cccc2Cl)noc1C)c1ccco1	1.7
O=C(O)CSCC(=O)Nc1cccc2c1CCCC2	-2.3
O=C1NC(=Nc2ccccc2Br)SC1(CO)CO	0
COc1cc2c(cc1OC)CN(C(=O)CSc1nnc3ccccn13)CC2	-0.05
C/S(=N\C(=O)Nc1ccc(Cl)cc1)c1sc(Cl)c2c1C(=O)CCC2 (configuration not stated)	-1.7
CCCCOC(=O)C1=C(C)NC2=C(C(=O)CC(C)(C)C2)C1c1ccc(N(C)C)cc1 (configuration not stated)	2.7
CC(C)(C)NC(=O)[C@@H]1C[C@@H]2CCCC[C@@H]2CN1C(=O)COc1ccc(Cl)cc1Cl	-0.67
COc1ccc(OS(=O)(=O)CS(C)(=O)=O)cc1	-0.65
CC1CCC(=O)C(C(CC(=O)c2ccccc2)c2ccc3c(c2)OCO3)C1 (configuration not stated)	2.9
C=CCN1C(=O)C(O)(CC(=O)c2cccc(N)c2)c2ccccc21 (configuration not stated)	-1.2
CC(C)=CCC(C#N)(CC=C(C)C)C(=O)O	-1.3
CCn1c(C)[n+](CC(O)COc2ccccc2C)c2ccccc21 (configuration not stated)	1
Cc1noc(/C=C/c2ccc3c(c2)n(C)c(=O)n3C)c1[N+](=O)[O-]	-0.7
SMILES	Dicer inh
Cc1onc(-c2c(Cl)cccc2Cl)c1C(=O)NNC(=O)CO/N=C/c1ccc(Cl)cc1Cl	-0.53
COc1ccc(NC(=O)COc2ccc(N3CC(C(N)=O)CC3=O)cc2)cc1 (configuration not stated)	-0.08
Cc1ccc(S(=O)(=O)Nc2ccc(F)cc2NS(=O)(=O)c2ccc(C)cc2)cc1	15*
COc1ccc2[nH]c(C(=O)Nc3cc(C)nc(C)n3)cc2c1	-1.6
Nc1c(C(=O)CCC(=O)O)oc2ccc(Br)cc12	-2.6
Cc1ccc2ncc(NC(=O)c3ccccc3)c(=O)n2c1	0.38
CCCNC(=O)N(C)c1nncnc1C(=O)NC	-5.5
COc1ccc(-c2nc3n(n2)C(c2ccc(F)cc2)C2=C(CCCC2=O)N3)cc1 (configuration not stated)	-0.47
c1ccc(-n2ncnc2-c2csc(-c3ccncc3)n2)cc1	0.78
Cc1[nH]n(C)c(=O)c1C(=O)c1c(-c2c(Cl)cccc2Cl)noc1C	-0.59
O=c1c(-c2ccc3c(c2)OCCO3)coc2cc(O)ccc12	0.83
Cc1cccc(-c2noc(-c3ccc(Br)cc3)n2)c1	0.38
OC(CCCN1CCCCC1)(c1ccccc1)c1ccccc1	-0.54
N[C@@H](CCC(=O)N[C@H](CSN=O)C(=O)NCC(=O)O)C(=O)O	-0.59
CCn1cnc(C(=O)NC)c1C(=O)NC	0.68
N#C/C(=C\c1c(F)cccc1Cl)C(=O)Nc1ccc(F)c(Cl)c1	-0.34
Cc1nn(S(=O)(=O)c2ccc(Cl)cc2)c(C)c1Sc1ccc(C(F)(F)F)cn1	-0.26
O=C(COc1ccc(C2=Nc3ccccc3SC(c3ccccc3)C2)cc1)Nc1ccccc1 (configuration not stated)	1.7
C=CCSc1n[nH]c(=O)n1-c1ccc(OCc2ccccc2)cc1	-0.84
O=C(O)CCC(=O)Nc1nncs1	0.28
Cc1cc2nc(-c3cc(N)ccc3Cl)oc2cc1C	-1.8
CCCCCCOc1ccc(NS(=O)(=O)c2ccc(F)cc2)cc1	0.8
O=[N+]([O-])c1ccc2c(c1)/C(=N\O)c1ccccc1-2	-0.04
CNc1cc(C(F)(F)F)c(C(=O)Nc2ccc(Cl)cc2Cl)cn1	-1.8
CCOc1cc(-c2cc(OC)c3c(C)oc(C)c3c(=O)c2)ccc1O	0.65

4 entries from above, with bars between the fields:
structure | Dicer inh
Cc1nn(S(=O)(=O)c2ccc(Cl)cc2)c(C)c1Sc1ccc(C(F)(F)F)cn1 | -0.26
O=C(COc1ccc(C2=Nc3ccccc3SC(c3ccccc3)C2)cc1)Nc1ccccc1 (configuration not stated) | 1.7
C=CCSc1n[nH]c(=O)n1-c1ccc(OCc2ccccc2)cc1 | -0.84
O=C(O)CCC(=O)Nc1nncs1 | 0.28

Next part.
SMILES	Dicer inh
CN(C)/C=C(\C#N)C(=O)c1ccccc1	1.6
CCOC(=O)c1sc2sc(C(=O)OCC)c(C)c2c1C	8.1
O=C1c2ccccc2C(=O)C1c1ccc(F)cc1	-2.1
CCCCCSc1nc2ccccc2[nH]1	0.57
Cc1nnsc1-c1n[nH]c(C)c1C(=O)N/N=C/c1c(Cl)cccc1Cl	-1.2
CSc1nnc2c(n1)OC(/C=C/c1cccs1)Nc1ccccc1-2 (configuration not stated)	1.6
CNC(=O)NNC(=O)c1ccc(Cl)cc1	0.28
CC1(C)NC(C(=O)O)C(C)(C)S1 (configuration not stated)	0.14
CC(=O)OC(C)C[N+](C)(C)C (configuration not stated)	1
CCOC(=O)N/N=C/c1cccc(O)c1	1.2
O=S(=O)(c1ccccc1)n1ccc(-c2ccc(C#Cc3ccccc3)cc2)n1	1.7
Brc1ccc(-n2nnnc2/C=C/N2CCCCCC2)cc1	1.1
COc1ccc2c(c1)NC(c1ccc(F)cc1)c1cccn1-2 (configuration not stated)	-1.5
CCN(CC)CC(=O)Nc1cc(C)nn1-c1ccccc1	1.6
C#CC(C)(CC)OC(=O)NC(=O)c1c(Cl)cccc1Cl (configuration not stated)	0.93
O=C(O)[C@@H]1CS[C@H]([C@H](O)[C@@H](O)[C@H](O)CO)N1	-0.7
COc1ccc(Nc2nc(NC(=O)Nc3ccc(Cl)cc3)n[nH]2)cc1	10*
CSc1nc(N2CCOCC2)nc(-c2ccccc2)c1C#N	1.3
CC1=CC(C)(C)N=C(Nc2nc(C)c3cc(C)cc(C)c3n2)N1	-0.43
COc1ccc(C2C(C(=O)OC(C)C)=C(C)N=C3SCCC(=O)N32)cc1 (configuration not stated)	-1.1
Oc1ccc2nnc3c(Br)cnn3c2c1	-3.2
COC(=O)c1cc(S(=O)(=O)N(Cc2ccc(OC)cc2)Cc2cccn2C)oc1C	0.06
O=C(C(Cc1ccccc1)N1C(=O)C2C3c4ccccc4C(c4ccccc43)C2C1=O)N1CCOCC1 (configuration not stated)	2.2
Cc1ccc(-c2nnc(SCc3cccc(Cl)c3)o2)cc1	-0.29
CCCc1cc(=O)oc2c1c(C)nn2-c1cccc(Cl)c1	-1.8

Rewritten with bars between the fields: part of the list above.
SMILES | Dicer inh
CSc1nnc2c(n1)OC(/C=C/c1cccs1)Nc1ccccc1-2 (configuration not stated) | 1.6
CNC(=O)NNC(=O)c1ccc(Cl)cc1 | 0.28
CC1(C)NC(C(=O)O)C(C)(C)S1 (configuration not stated) | 0.14

Continuation:
SMILES	Dicer inh
Cc1ccc(S(=O)(=O)NC(=O)NC2Cc3ccccc3C2)cc1	0.01
O=C(O)CCC(=O)NCc1ccccn1	0.01
O=C1CCC(c2ccccc2)C(O)=C1C=Nc1ccc(Cl)cc1 (configuration not stated)	1.6
Cn1c(=O)c2cc3cc([N+](=O)[O-])ccc3nc2c2c(=O)n(-c3ccccc3)c(=O)n(-c3ccccc3)c21	-0.51
COc1ccc(C2=NN(C(=O)CCC(=O)O)C(c3ccc(Br)cc3)C2)cc1 (configuration not stated)	-1.1
Cc1ccc(S(=O)(=O)NCC(O)c2ccccc2)cc1 (configuration not stated)	0.69
O=C(NN1CC(=O)N(c2cc(Cl)cc(Cl)c2)CC1=O)c1sccc1Cl	-0.35
CCCNc1nc2c(c(=O)n(C)c(=O)n2C)n1CCC	-0.42
NO	-0.89
CCC(Sc1nc(C)cc(C)n1)C(=O)Nc1nnc(C)s1 (configuration not stated)	1.4

Compound activity (PubChem BioAssay)
